DENV2 CPE – protects cells from dengue virus 2 cytopathic effect; AID 651640; DENV2-infected cells, cytopathic effect rescue, plate reader; CPE inhibition, % at 9.99 µM; hit rate 1.7% among 350,000; in the data active = CPE inhibition above about 20%, passing the limit was not always enough; inconclusive = no clear call, values can overlap the other calls; tested in BHK-21 cells;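 also: 0% = median of neutral control wells and 100% = median of positive control wells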
ERAP1 inh – ERAP1 (human) enzyme inhibition. Q9NZ08. hit rate 0.15% among 340,000. inhibition, % at 10.7 µM. recombinant ERAP1, Leu-AMC fluorescence, 60 min. AID 652197;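 active = mean replicate inhibition of at least 30%, or all replicates individually reaching that 30% level; inactive = mean below 30% and not every replicate reaching it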;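 also: 0% = neutral control wells and 100% = L-leucinethiol positive control wells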
CASP6 VEID inh – blocks human caspase-6 cleavage activity; hit rate 0.53% among 350,000; P55212; purified caspase-6, Z-VEID-R110 cleavage fluorescence; inhibition, % at 12.5 µM;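 active = mean inhibition across replicates at least about 35%, with every replicate also reaching that limit, limit read from the data; inconclusive = only one of the two criteria met; inactive = neither criterion met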;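 also: 0% = median of neutral control wells and 100% = no fluorescence left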
Target sequence (P55212 24-179 limits assumed): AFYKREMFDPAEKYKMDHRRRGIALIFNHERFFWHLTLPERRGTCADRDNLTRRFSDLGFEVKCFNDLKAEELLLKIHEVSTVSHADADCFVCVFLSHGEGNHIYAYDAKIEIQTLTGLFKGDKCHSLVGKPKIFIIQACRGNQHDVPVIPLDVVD
Target sequence (P55212 194-293 limits assumed): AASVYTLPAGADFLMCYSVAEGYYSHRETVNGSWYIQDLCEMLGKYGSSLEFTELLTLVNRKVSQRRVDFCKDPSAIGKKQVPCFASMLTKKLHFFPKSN
SIRT5 inh – sirtuin-5 (human) deacylase inhibition | Q9NXA8 | Purified SirT5, succinyl-peptide AMC, trypsin-coupled fluorescence | inhibition, % at 15 µM | hit rate 1.1% among 330,000 | AID 652115; in the data active = inhibition above about 15%; inconclusive = no clear call, values can overlap the other calls
miR-122 sensor – miR-122 inhibition in Huh7 cells; activation (reporter increase), % at 12.5 µM; Huh7 miR-122 Renilla luciferase sensor, 48 h; neutral wells = 0, positive control = 100; AID 602342; hit rate 0.3% among 340,000;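 active = mean replicate activation score at least 90 and every replicate individually at or above 90; inconclusive = only one of the two criteria met; inactive = neither criterion met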;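 also: higher luciferase means less miR-122 activity so hits act as miR-122 inhibitors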
ERp5 block – blocks human ERp5 reductase activity on insulin; Q15084; ERp5 insulin aggregation, absorbance 650 nm, 90 min; inhibition, % at 9.99 µM; hit rate 0.05% among 350,000;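 active = mean replicate inhibition above about 25%, with every replicate also reaching it, limit read from the data, passing the limit was not always enough; inconclusive = only one of those two criteria met; inactive = neither criterion met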
Target sequence (Q15084 whole entry, looked up): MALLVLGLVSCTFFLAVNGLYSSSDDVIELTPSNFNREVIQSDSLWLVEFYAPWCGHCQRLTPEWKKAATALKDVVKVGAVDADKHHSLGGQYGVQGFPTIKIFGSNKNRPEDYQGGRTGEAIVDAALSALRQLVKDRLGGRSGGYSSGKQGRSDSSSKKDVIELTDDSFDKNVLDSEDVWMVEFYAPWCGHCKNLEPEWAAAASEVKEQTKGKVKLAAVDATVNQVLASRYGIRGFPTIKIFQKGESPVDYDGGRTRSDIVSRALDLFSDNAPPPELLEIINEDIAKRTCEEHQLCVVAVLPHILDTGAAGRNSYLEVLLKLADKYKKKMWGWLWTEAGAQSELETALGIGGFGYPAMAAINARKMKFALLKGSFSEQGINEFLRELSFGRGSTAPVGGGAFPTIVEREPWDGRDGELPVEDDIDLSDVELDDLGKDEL
F508del corr – CFTR F508del correction in bronchial cells; CFBE cells, YFP halide quenching; stimulated with forskolin plus potentiator P3; % fluorescence drop versus neutral controls; AID 720511; activity (quench increase), % at 7.58 µM; hit rate 0.36% among 350,000;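 active = mean added fluorescence quench of at least 8% versus neutral control, with both replicates also reaching 8%; inconclusive = only one of the mean or replicate conditions met; inactive = mean below 8% and not both replicates reaching 8%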;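 also: cells transiently co-express mutant CFTR-F508del with the halide-sensitive YFP; corrector assay measuring rescue of mutant channel to the surface after 24 h compound exposure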
* hit, by the source's call; ? = inconclusive; . = no result given; & = joins results of further samples; [ ] = dose if it differs, or a comment.

#1 O=C(Nc1ccccc1)N1C[C@H]2[C@@H](c3ccccc31)[C@@H](CO)N2C(=O)c1ccccc1F
#2 Cc1cc2nccc(-c3ccc(Cl)cc3Cl)n2n1
#3 CC(=O)Nc1ccc(S(=O)(=O)N(C#N)c2nc(N(C)C)nc(N(C)C)n2)cc1
#4 CCN1/C(=C\c2ccc3cc(C)ccc3[n+]2CC)Sc2cc(C)c(C)cc21
#5 Cc1ccc(S(=O)(=O)N2CCN(Cc3cc(C(C)(C)C)ccc3O)CC2)cc1
#6 O=C(c1sc2cc(F)ccc2c1Cl)N1CCN(c2cccc(Cl)c2)CC1
#7 CC(=O)N1CCN(C(=O)c2ccc(-c3ccccc3Cl)o2)CC1
#8 COc1ccc(-n2ncc3c2CC(C)(C)CC3NC(=O)CCN2CCCC2=O)cc1 (stereo not given)
#9 O=C(COC(=O)CCNS(=O)(=O)c1ccccc1)NNC(=O)c1ccccc1
#10 CC(C#N)(NC(=O)CN1CCN(S(=O)(=O)c2ccc(Br)cc2Cl)CC1)C1CC1 (stereo not given)

Assay by compound	1	2	3	4	5	6	7	8	9	10
DENV2 CPE	1	0	0	0	5	?	0	-7	3	5
ERAP1 inh	1	4	0	15	-2	-4	-1	0	7	-3
CASP6 VEID inh	1	-1	5	-25	3	2	-2	-1	-3	3
SIRT5 inh	-2	-4	1	3	-5	-6	3	2	0	-1
miR-122 sensor	10[16.7 µM]	-3	-2	-7	-4	-11	.	.	.	1
ERp5 block	-5	1	2	7	-2	4	-8	2	2	5
F508del corr	-0.4	0.4	-0.2	62*	5.8	-2.5	2.5	-0.5	0.5	-3.4

#11 Cc1cccc2cc(/C=C/C(=O)c3ccco3)c(Cl)nc12
#12 COCC(=O)N1CC2(CN(Cc3ccc(OC)cc3)C2)c2c([nH]c3cc(OC)ccc23)[C@@H]1CO
#13 CCSc1nc(N)nc2c1ncn2C1OC(CO)C(O)C1O (stereo not given)
#14 CCOP(=O)(OCC)C(NC(=O)Nc1ccc(C)c(Cl)c1)c1ccccc1 (stereo not given)
#15 CCNC(=S)NNC(=O)c1cc(Br)cs1
#16 O=C(Nc1ccc2c(c1)CN(Cc1ccc(CO)o1)CC2)c1ccc(C(F)(F)F)cc1
#17 COc1ccc(C(=O)Nc2ccc(C(=O)NCCc3ccc(OC)c(OC)c3)cc2)cc1
#18 COc1cccc(NC2c3ccccc3C(=O)N2Cc2ccccc2Cl)c1 (stereo not given)
#19 CC(C)c1ccc(NC2CCCN(C(=O)c3cccnc3)C2)cc1 (stereo not given)
#20 Cc1cc(OC(=O)c2ccc(S(=O)(=O)N3CCOCC3)cc2)c([N+](=O)[O-])c(=O)[nH]1

Assay by compound	11	12	13	14	15	16	17	18	19	20
DENV2 CPE	2	0	1	.	-5	-9	.	-5	6	-2
ERAP1 inh	1	-3	3	-3	1	-2	0	.	0	0
CASP6 VEID inh	-1	4	0	0	3	10	-6	-1	-4	10
SIRT5 inh	0	-1	.	2	-1	-2	-10	-2	-3	1
miR-122 sensor	-2	.	0	.	.	7	-1	.	5	.
ERp5 block	-1	-1	2	-5	-6	-6	1	-2	1	-2
F508del corr	1.1	0.3	0.5	0.5	.	0.4	0.2	1.0	0.3	-2.3

#21 O=C(O)C[C@@H]1CC[C@@H](NC(=O)CCN2CCCCC2)[C@H](CO)O1
#22 O=C(NCc1ccco1)c1cccc(S(=O)(=O)N2CCN(Cc3ccccc3)CC2)c1
#23 O=C(Cc1ccccn1)N1CC(=O)N2[C@H](CO)[C@H](c3ccc(C#CC4CCCCC4)cc3)[C@@H]2C1
#24 Cc1ccc2c(c1)N(C(=O)CCC(=O)N1CCOCC1)CCO2
#25 O=C(C[C@H]1C[C@@H]2c3cc(NC(=O)Nc4ccccc4)ccc3O[C@@H]2[C@H](CO)O1)NCc1ccncc1
#26 O=C(CSc1nc(=O)n(CCCN2CCOCC2)c2c1CCCC2)Nc1ccccc1Cl
#27 CCC(=O)Nc1ccc2c(c1)C(=O)N(C)C[C@@H](OC)[C@@H](C)CN(C(=O)c1ccc(F)cc1)[C@H](C)CO2
#28 COC(=O)C1C(c2ccccc2)C(C(=O)O)C1c1ccccc1 (stereo not given)
#29 COc1cccc(CNCc2ccc(OC)c3ccccc23)c1OC
#30 CC1CCC2(CC1)NC(=O)N(CC(=O)N1CCN(C(=O)c3cccs3)CC1)C2=O (stereo not given)

Assay by compound	21	22	23	24	25	26	27	28	29	30
DENV2 CPE	?	-1	10	1	7	-4	9	-1	-3	1
ERAP1 inh	1	1	0	6	-3	0	0	1	1	0
CASP6 VEID inh	2	-64	1	-2	-4	-1	2	1	8	3
SIRT5 inh	2	-5	0	-6	7	-6	-2	-4	0	-1
miR-122 sensor	.	.	.	-1	2[16.7 µM]	-4	6[16.7 µM]	-13	-3	.
ERp5 block	-5	6	7	2	1	4	9	-2	5	4
F508del corr	-1.7	-0.7	-1.1	-2.0	-0.3	2.0	-1.7	-1.0	-1.2	3.9

#31 O=C(N[C@@H]1C=C[C@@H](CC(=O)N2CCN(c3ccccc3)CC2)O[C@@H]1CO)c1ccncc1
#32 Cc1cccc(C(=O)Oc2cc(C)[nH]c(=O)c2[N+](=O)[O-])c1
#33 COc1ccc(CC(=O)NNC(=O)CSc2ccc(C)cc2)cc1
#34 COc1cc(/C=C2\SC(=S)N(NS(=O)(=O)c3ccccc3)C2=O)ccc1O
#35 CC(=O)c1cccc(NC(=O)CN(c2ccc(F)cc2)S(C)(=O)=O)c1
#36 CC1CN(C(=O)c2ccccc2)CCC1=NO (stereo not given)
#37 Fc1cc(Br)cc(F)c1NC(=S)N1CCOCC1
#38 CCOC(=O)C1CSC2(CCC(c3ccccc3)CC2)N1 (stereo not given)
#39 Cc1ccccc1CC1(CO)CCCN(C(=O)c2ccccc2Cl)C1 (stereo not given)
#40 N#Cc1c(-c2ccccc2)nc(-c2ccncc2)[nH]c1=O

Assay by compound	31	32	33	34	35	36	37	38	39	40
DENV2 CPE	-7	-4	-3	-4	.	-7	-2	-7	-2	.
ERAP1 inh	0	6	0	0	0	9	-1	2	0	0
CASP6 VEID inh	-2	3	1	3	0	2	-1	14	-3	3
SIRT5 inh	2	-4	-4	1	-5	-2	-5	-5	-2	1
miR-122 sensor	11[16.7 µM]	-4	-5	-14	.	.	-10	.	.	-3
ERp5 block	1	-6	2	1	0	-1	-2	-2	-6	-8
F508del corr	0.5	0.8	1.6	3.8	.	0.8	2.0	.	-1.7	-7.9

#41 O=c1cc(CN2CCCCC2)c2ccccc2o1
#42 C[C@@H]1CN([C@@H](C)CO)C(=O)c2cc(NC(=O)Cc3cn(C)c4ccccc34)ccc2O[C@H]1CN(C)S(=O)(=O)c1ccc(Cl)cc1
#43 C/C=C/c1ccc([C@H]2[C@@H](CO)N(C(=O)C3CC3)C23CN(C(=O)NC(C)C)C3)cc1
#44 CCN(CC(=O)NC(C)(C)C)Cc1cc(=O)n2c(-c3ccccc3)csc2n1
#45 Cc1ccc(C(=O)NCCCN2CCOCC2)c(Cl)c1
#46 Cn1c(=O)c2c(ncn2CCOc2ccc(F)cc2)n(C)c1=O
#47 CC(C)n1nccc1N(Cc1ccc(C#N)cc1)S(=O)(=O)c1ccccc1
#48 CCCCCCSc1cc(-c2nc3cc(C)ccn3c2NCCCC)ccc1OC
#49 CC(=O)OCCCN(C)CC/C=C1/c2ccccc2CSc2ccccc21
#50 O=C(C1=C[C@@H](c2csc3ccccc23)C[C@@H](OCc2ccc(CO)cc2)O1)N1CCN(Cc2ccc3c(c2)OCO3)CC1

Assay by compound	41	42	43	44	45	46	47	48	49	50
DENV2 CPE	1	1	105*	11	9	1	8	2&14	43*	4&7&-3
ERAP1 inh	-3	0	3	-1	-1	-6	0	5&-1	-4	0&3&-2
CASP6 VEID inh	2	2	.	3	-2	-4	.	2&1	-9	-3&-1&4
SIRT5 inh	0	-1	-1	0	-2	-1	1	.	-6	4&7&-6
miR-122 sensor	-4	1[16.7 µM]	.	2	-3	0	-1	.	.	.
ERp5 block	3	2	2	-1	5	2	1	0&-1	9	-5&-3&-2
F508del corr	1.2	2.4	1.1	-1.3	-0.1	-3.1	-1.7	2.1&-1.1	-3.6	8.0&4.8&1.1

#51 Cc1cc(C)c(NC(=O)CNC(=O)c2ccccc2OCc2c(C)noc2C)c(C)c1
#52 Cc1cc(OCC(=O)N(Cc2cccs2)C2CCS(=O)(=O)C2)ccc1Cl (stereo not given)
#53 CCCOc1ccc(-c2cc(C(=O)NCC3CCCO3)c3ccccc3n2)cc1 (stereo not given)
#54 CSCCC(C(=O)NCc1ccccc1)n1c(-c2ccc3c(c2)CCO3)nc2ccccc21 (stereo not given)
#55 Cc1ccc(C(=O)C2C(=O)C3CCC2C3)cc1 (stereo not given)
#56 COc1cccc(N2CCN(CC(=O)Nc3ccc(SC(F)F)cc3)CC2)c1
#57 CC1=C(C(=O)N2CCCCCC2)CC(CC(=O)NC2CCCCC2)C(=O)N1Cc1ccc(F)cc1 (stereo not given)
#58 NC(=O)c1ccccc1NS(=O)(=O)Cc1ccc(Cl)cc1
#59 Cc1c(C(=O)NC(C)c2ccccn2)oc2c(Cl)cccc12 (stereo not given)
#60 O=C(O)C[C@@H]1CC[C@@H](NC(=O)Nc2cc(F)ccc2F)[C@@H](CO)O1

Assay by compound	51	52	53	54	55	56	57	58	59	60
DENV2 CPE	-3	2	-3	2	6	-2	?	0	0	5
ERAP1 inh	-7	2	0	-2	-4	2	1	-3	0	.
CASP6 VEID inh	1	2	4	3	0	-2	0	3	2	.
SIRT5 inh	-9	6	-7	.	.	0	.	-34	0	0
miR-122 sensor	.	0	.	.	-2	.	.	-2	3	.
ERp5 block	2	0	0	1	-4	1	1	-5	1	2
F508del corr	1.3	-0.6	.	2.4	-8.5	.	3.0	0.0	-0.1	-0.6

Whole records, looked up by structure. Order of values: DENV2 CPE, ERAP1 inh, CASP6 VEID inh, SIRT5 inh, miR-122 sensor, ERp5 block, F508del corr
`Cc1ccc(C(=O)C2C(=O)C3CCC2C3)cc1` (stereo not given) reads 6, -4, 0, ., -2, -4, -8.5
`CC1=C(C(=O)N2CCCCCC2)CC(CC(=O)NC2CCCCC2)C(=O)N1Cc1ccc(F)cc1` (stereo not given) reads ?, 1, 0, ., ., 1, 3.0
`CCCOc1ccc(-c2cc(C(=O)NCC3CCCO3)c3ccccc3n2)cc1` (stereo not given) reads -3, 0, 4, -7, ., 0, .
`Cc1cc(C)c(NC(=O)CNC(=O)c2ccccc2OCc2c(C)noc2C)c(C)c1` reads -3, -7, 1, -9, ., 2, 1.3
`O=C(O)C[C@@H]1CC[C@@H](NC(=O)Nc2cc(F)ccc2F)[C@@H](CO)O1` reads 5, ., ., 0, ., 2, -0.6

Screening results as filed in PubChem BioAssay.
